From PubChem BioAssay
SENP6 block: inhibitors of human SENP6 protease | Q9GZR1 | Recombinant SENP6 catalytic domain, aminoluciferin luminescence | inhibition, % at 10 µM | hit rate 1.8% among 330,000;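 active = inhibition above about 50% at the single tested dose, limit read from the data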;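 note: plate controls were DMSO wells with enzyme for no effect and DMSO wells lacking enzyme for full effect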
Target sequence (Q9GZR1 628-1112 limits assumed): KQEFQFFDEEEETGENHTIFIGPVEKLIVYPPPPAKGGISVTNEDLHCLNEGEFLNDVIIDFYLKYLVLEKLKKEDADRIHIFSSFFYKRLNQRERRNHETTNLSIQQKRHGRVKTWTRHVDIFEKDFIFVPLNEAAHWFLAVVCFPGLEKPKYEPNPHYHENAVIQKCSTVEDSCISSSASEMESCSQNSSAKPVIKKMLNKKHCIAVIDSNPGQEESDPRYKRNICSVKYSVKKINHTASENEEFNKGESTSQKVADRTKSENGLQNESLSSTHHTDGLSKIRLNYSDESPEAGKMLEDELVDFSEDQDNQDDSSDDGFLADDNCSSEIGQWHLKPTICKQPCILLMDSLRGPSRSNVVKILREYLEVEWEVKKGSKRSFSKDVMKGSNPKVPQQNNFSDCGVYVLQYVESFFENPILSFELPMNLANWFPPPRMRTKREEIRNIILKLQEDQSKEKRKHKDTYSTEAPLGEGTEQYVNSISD
SENP8 block-1: blocks human SENP8 cleavage of Nedd8 substrate. Q96LD8. recombinant SENP8, Nedd8 substrate fluorescence. inhibition, % at 20 µM. hit rate 0.64% among 360,000. AID 602440; in the data active = inhibition mostly above about 40%, no sharp cut-off; inactive = mostly below about 27%
SENP1 inh: blocks the human SENP1 SUMO protease catalytic domain. Q9P0U3. recombinant SENP1 catalytic domain, CyPet-SUMO1-YPet FRET cleavage. inhibition, % at 10 µM. hit rate 0.21% among 360,000. AID 624204;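 active = inhibition at least 30% at 10 µM, raw YFP signal under a set limit, fluorescence ratio 0.5 to 1.5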;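 note: 0% = enzyme with DMSO and 100% = no enzyme wells; some results filed as inactive read as strong as hits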
Target sequence (Q9P0U3 419-644 limits assumed): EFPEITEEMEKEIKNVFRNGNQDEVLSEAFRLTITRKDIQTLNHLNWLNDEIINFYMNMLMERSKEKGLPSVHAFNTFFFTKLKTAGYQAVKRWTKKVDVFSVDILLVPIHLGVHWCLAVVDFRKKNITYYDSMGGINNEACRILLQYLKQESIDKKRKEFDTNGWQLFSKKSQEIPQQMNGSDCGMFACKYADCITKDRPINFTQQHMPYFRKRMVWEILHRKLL
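system = hSENP1 catalytic domain, recombinant | reagent = SFCypet-SUMO1-SFYpet substrate at 25 nM | doses = one dose per compound, 10 µM, 0.5% DMSO | incubation = enzyme reaction for 50 min at room temperature, dark | measured by = FRET, CFP and YFP emission | controls = no-enzyme low, enzyme-DMSO high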
MIN6 prolif: induces beta-cell replication in MIN6 cells. hit rate 0.29% among 330,000. MIN6 cells proliferation, ATPlite luminescence, 48 h; cells starved in 0.2% serum; 100% = growth in 10% serum. proliferation, % at 10 µM;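 active = compounds whose signal lies at least 3.5 SD above the mean of all wells on their plate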;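 note: 0% = DMSO-treated cells in low-serum medium and 100% = 10% serum control; some compounds called inactive have numbers as strong as hits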
PfGluPho inh: PfG6PD (Plasmodium falciparum) enzyme inhibition; hit rate 0.78% among 350,000; inhibition, % at 20 µM; AID 504690; PfGluPho enzyme, NADPH resazurin-diaphorase fluorescence;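 active = inhibition reaching at least a set limit at 20 µM in the primary screen, cut at about 59% in these data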;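 note: 0% = DMSO wells with substrate and 100% = DMSO wells lacking glucose-6-phosphate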
SENP8 block-2: blocks the human protease SENP8; inhibition, % at 10 µM; AID 2540; purified SENP8, Z-RLRGG-aminoluciferin cleavage, luminescence; hit rate 1.2% among 330,000; in the data active = inhibition above about 50%
UBC13 polyUb: human UBC13 polyubiquitination inhibition. hit rate 0.47% among 330,000. UBC13 polyubiquitin chain formation, TR-FRET. inhibition, % at 20 µM; in the data active = inhibition above about 45%, passing the limit was not always enough
SENP7 block: inhibitors of human SENP7 protease | hit rate 1.5% among 330,000 | inhibition, % at 5 µM | Q9BQF6 | AID 434973 | recombinant SENP7, Z-RLRGG-aminoluciferin luminescence, 40 min;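 active = inhibition above about 50% at the single test dose, limit read from the data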;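 note: plate controls were DMSO with enzyme for no effect and no enzyme buffer wells for full effect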
Target sequence (Q9BQF6 706-1050 limits assumed): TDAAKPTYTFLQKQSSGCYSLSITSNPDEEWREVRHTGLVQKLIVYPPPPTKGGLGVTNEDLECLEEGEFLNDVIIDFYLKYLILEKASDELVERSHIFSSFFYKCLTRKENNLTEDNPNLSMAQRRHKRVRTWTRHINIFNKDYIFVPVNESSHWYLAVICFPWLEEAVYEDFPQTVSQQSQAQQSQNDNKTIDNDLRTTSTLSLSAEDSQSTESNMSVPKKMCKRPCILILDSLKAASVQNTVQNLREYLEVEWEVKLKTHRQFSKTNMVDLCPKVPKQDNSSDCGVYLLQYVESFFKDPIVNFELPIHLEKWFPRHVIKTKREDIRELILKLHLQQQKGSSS
HKDC1 inh: blocks human hexokinase HKDC1 activity; recombinant HKDC1, G6PDH/diaphorase resazurin coupled fluorescence; inhibition, % at 20 µM; hit rate 0.16% among 340,000; AID 493160;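 active = inhibition above about 35% when tested at 20 µM, limit read from the data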;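 note: plate controls were DMSO wells with enzyme for no effect and DMSO wells lacking enzyme for full effect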
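Test system: recombinant HKDC1 (HK5) hexokinase enzyme, produced in-house / Doses: 20 µM test compound, 1% DMSO / Timing: 90 min, room temperature / Detection: G6PDH/diaphorase-coupled fluorescence, 1 mM NADP, 100 µM resazurin, 525/613 nm / Control set: DMSO wells with and without enzyme mix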
* hit, by the source's call. Outcome played no part in choosing rows. About 4% of those tested had a hit in this group.

A first look, two compounds:
Screening CN(C)c1ccc(/C=N/NC(=O)CN(c2ccccc2Cl)S(C)(=O)=O)cc1Br returned SENP6 block 8, SENP8 block-1 6, SENP1 inh 1, MIN6 prolif -1, PfGluPho inh -7, SENP8 block-2 0, UBC13 polyUb 10, SENP7 block 4 and HKDC1 inh 9.
Screening Cc1ccc(NC(=O)CSc2nnc(NC(=O)c3ccc(S(=O)(=O)N4CCOCC4)cc3)s2)cc1 returned SENP6 block -18, SENP8 block-1 -11, SENP1 inh 3, MIN6 prolif -2, PfGluPho inh -23, SENP8 block-2 -11, UBC13 polyUb -5, SENP7 block 3 and HKDC1 inh -9.

Results (from the top)
Screening CN(C)c1ccc(/C=N/NC(=O)CN(c2ccccc2Cl)S(C)(=O)=O)cc1Br returned SENP6 block 8, SENP8 block-1 6, SENP1 inh 1, MIN6 prolif -1, PfGluPho inh -7, SENP8 block-2 0, UBC13 polyUb 10, SENP7 block 4 and HKDC1 inh 9.
Screening Cc1ccc(NC(=O)CSc2nnc(NC(=O)c3ccc(S(=O)(=O)N4CCOCC4)cc3)s2)cc1 returned SENP6 block -18, SENP8 block-1 -11, SENP1 inh 3, MIN6 prolif -2, PfGluPho inh -23, SENP8 block-2 -11, UBC13 polyUb -5, SENP7 block 3 and HKDC1 inh -9.
Cc1ccc(C(=O)Cn2nnc(-c3ccccc3-n3cnnn3)n2)cc1 was read as SENP6 block 1, SENP8 block-1 5, SENP1 inh -1, MIN6 prolif 1, PfGluPho inh 3, SENP8 block-2 -6, UBC13 polyUb 2, SENP7 block -2 and HKDC1 inh -8.
`O=C1NCCN/C1=C\C(=O)c1ccccc1` gave SENP6 block -22, SENP8 block-1 14, SENP1 inh 1, MIN6 prolif -2, PfGluPho inh 4, SENP8 block-2 -3, UBC13 polyUb -6, SENP7 block -10 and HKDC1 inh -8.
Screening O=C(N1CCNCC1)N1CCOCC1 returned SENP6 block -14, MIN6 prolif 1, SENP8 block-2 -2, UBC13 polyUb 0 and SENP7 block 2.
COc1cc2c(cc1OC)CN(Cc1ccc(OC)c(C)c1OC)CC2 was read as SENP6 block 8, SENP8 block-1 -3, SENP1 inh -9, MIN6 prolif -3, PfGluPho inh -5, SENP8 block-2 5, UBC13 polyUb 5, SENP7 block 9 and HKDC1 inh -7.
`O=C(O)CC(C(=O)NC1CCCCC1)C1CCCO1` (stereo not drawn) gave SENP6 block 4, SENP8 block-1 23, SENP1 inh 1, MIN6 prolif 0, PfGluPho inh -3, SENP8 block-2 -1, UBC13 polyUb 2, SENP7 block 2 and HKDC1 inh -6.
`COCCSc1ccccc1C(=O)Nc1cc(C)ccn1` gave SENP6 block -14, SENP8 block-1 8, SENP1 inh -1, MIN6 prolif 0, PfGluPho inh 3, SENP8 block-2 1, UBC13 polyUb 6, SENP7 block 0 and HKDC1 inh -1.
Screening COc1ccc(Nc2ccnc(Nc3ccc(OC)cc3)n2)cc1 returned SENP6 block -5, SENP8 block-1 -3, SENP1 inh 0, MIN6 prolif 0, PfGluPho inh 16, SENP8 block-2 -20, UBC13 polyUb 38, SENP7 block -2 and HKDC1 inh -3.
Screening c1ccc(CCCCNCC2COc3ccccc3O2)cc1 (stereo not drawn) returned SENP6 block -5, SENP8 block-1 0, SENP1 inh -4, MIN6 prolif -1, PfGluPho inh 18, SENP8 block-2 5, UBC13 polyUb 3, SENP7 block 0 and HKDC1 inh 1.
For Cc1cc2nc(C3CCN(C(=S)NCC(C)C)CC3)[nH]c2cc1C the results were SENP6 block 11, SENP8 block-1 6, SENP1 inh 4, MIN6 prolif 3, PfGluPho inh -29, SENP8 block-2 5, UBC13 polyUb 7, SENP7 block -1 and HKDC1 inh -5.
COc1cccc(-c2cc(C(=O)N3CCN(c4ccccc4OC)CC3)no2)c1 was read as SENP6 block -14, SENP8 block-1 9, SENP1 inh 2, MIN6 prolif 0, PfGluPho inh 20, SENP8 block-2 -8, UBC13 polyUb 1, SENP7 block 6 and HKDC1 inh 1.
COc1ccc(-c2nnc(SCC(=O)NC(=O)Cc3ccccc3)n2C)cc1 was read as SENP6 block -4, SENP8 block-1 17, SENP1 inh 2, MIN6 prolif -3, PfGluPho inh 4, SENP8 block-2 -4, UBC13 polyUb -14, SENP7 block -7 and HKDC1 inh -2.
CCCc1cc(=O)n2[nH]c(-c3cc(OC)c(OC)c(OC)c3)nc2n1 was read as SENP6 block -4, SENP8 block-1 5, SENP1 inh 0, MIN6 prolif -1, PfGluPho inh -5, SENP8 block-2 1, UBC13 polyUb -8, SENP7 block 10 and HKDC1 inh -4.
`CCOC(=O)n1c(=O)n(Cc2c(Cl)cccc2Cl)c2ccccc21` gave SENP6 block -2, SENP8 block-1 23, SENP1 inh 1, MIN6 prolif -2, PfGluPho inh 37, SENP8 block-2 -1, UBC13 polyUb 15, SENP7 block -3 and HKDC1 inh -2.
Cc1cc(S(=O)(=O)N2CCOCC2)ccc1OCC(=O)NCc1ccco1 was read as SENP6 block -8, SENP8 block-1 4, SENP1 inh -1, MIN6 prolif 1, PfGluPho inh 0, SENP8 block-2 -6, UBC13 polyUb -1, SENP7 block -1 and HKDC1 inh -6.
`Cc1ccc(NC(=O)CSc2nccn2C)cc1F` gave SENP6 block -2, SENP8 block-1 1, SENP1 inh 0, MIN6 prolif 1, PfGluPho inh -17, SENP8 block-2 -10, UBC13 polyUb 4, SENP7 block -9 and HKDC1 inh -2.
`O=S(=O)(NC1CC1)c1ccc(S(=O)(=O)N2CCN3CCCC3C2)cc1` (stereo not drawn) gave SENP6 block -9, SENP8 block-1 7, SENP1 inh 0, MIN6 prolif -1, PfGluPho inh -3, SENP8 block-2 -10, UBC13 polyUb -5, SENP7 block -10 and HKDC1 inh 9.
`CCOC(=O)c1c(C)n(C)c2cc(Br)c(C)cc12` gave SENP6 block -17, SENP8 block-1 17, SENP1 inh 2, MIN6 prolif 0, PfGluPho inh 11, SENP8 block-2 -4, UBC13 polyUb 4, SENP7 block -2 and HKDC1 inh -3.
CCn1cc(C(=O)OCC(=O)Nc2c(C)cccc2C)c(=O)c2ccc(C)nc21 was read as SENP6 block 15, SENP8 block-1 8, SENP1 inh 2, MIN6 prolif -2, PfGluPho inh -2, SENP8 block-2 -3, UBC13 polyUb -7, SENP7 block -5 and HKDC1 inh -6.
Cc1ccc(S(=O)(=O)N2CCCC(C(=O)NCC3CCCO3)C2)cc1 (stereo not drawn) was read as SENP6 block -2, SENP8 block-1 6, SENP1 inh 1, MIN6 prolif 0, PfGluPho inh 2, SENP8 block-2 -3, UBC13 polyUb 6, SENP7 block 5 and HKDC1 inh -5.
`COC(=O)c1c(NC(=O)COC(=O)Cn2cnc3ccccc32)sc(C)c1C` gave SENP6 block -10, SENP8 block-1 -21, SENP1 inh 1, MIN6 prolif 1, PfGluPho inh -5, SENP8 block-2 -5, UBC13 polyUb -2, SENP7 block -6 and HKDC1 inh 2.
`O=C(N/N=C/C=C/c1cccc([N+](=O)[O-])c1)C(O)c1ccccc1` (stereo not drawn) gave SENP6 block -2, SENP8 block-1 13, SENP1 inh 0, MIN6 prolif 0, PfGluPho inh -3, SENP8 block-2 -8, UBC13 polyUb 0, SENP7 block 0 and HKDC1 inh -1.
Screening COc1cc2[nH]c(=O)n(CCCC(=O)NCCc3ccccc3)c(=O)c2cc1OC returned SENP6 block 5, SENP8 block-1 -45, SENP1 inh 1, MIN6 prolif -2, PfGluPho inh 4, SENP8 block-2 6, UBC13 polyUb 0, SENP7 block 4 and HKDC1 inh 0.
`CC(=O)Nc1ccc(S(=O)(=O)NNC(=O)c2ccc([N+](=O)[O-])cc2)cc1` gave SENP6 block 12, SENP8 block-1 2, SENP1 inh 0, MIN6 prolif -1, PfGluPho inh -6, SENP8 block-2 4, UBC13 polyUb 5, SENP7 block -4 and HKDC1 inh -2.
Screening O=S(=O)(NCCOc1ccccc1Cl)c1ccc2oc3ccccc3c2c1 returned SENP6 block -12, SENP8 block-1 23, SENP1 inh 0, MIN6 prolif -4, PfGluPho inh 58, SENP8 block-2 -3, UBC13 polyUb 11, SENP7 block -5 and HKDC1 inh 2.
CN1C(=O)C(O)(CC(=O)c2cccnc2)c2ccccc21 (stereo not drawn) was read as SENP6 block 0, SENP8 block-1 8, SENP1 inh 1, MIN6 prolif -1, PfGluPho inh 3, SENP8 block-2 -12, UBC13 polyUb -30, SENP7 block -13 and HKDC1 inh -2.
For COc1ccc(C(=O)Nc2cc3c(cc2OC)CCCC3)cc1Br the results were SENP6 block -14, SENP8 block-1 14, SENP1 inh 0, MIN6 prolif 0, PfGluPho inh 12, SENP8 block-2 -6, UBC13 polyUb -4, SENP7 block -7 and HKDC1 inh 2.
`CCCCn1c(C(C)NC(=O)COC)nc2ccccc21` (stereo not drawn) gave SENP6 block 1, SENP8 block-1 13, SENP1 inh 0, MIN6 prolif 2, PfGluPho inh 0, SENP8 block-2 4, UBC13 polyUb 7, SENP7 block 3 and HKDC1 inh -1.
For C(=N\Nc1nc2ccccc2s1)/c1cccs1 the results were SENP6 block 95*, SENP8 block-1 -44, SENP1 inh 0, MIN6 prolif -4, PfGluPho inh 33, SENP8 block-2 89*, UBC13 polyUb -6, SENP7 block 93* and HKDC1 inh 6.
For N#CCSc1nnc(Cc2cccs2)n1C1CCCCC1 the results were SENP6 block -6, SENP8 block-1 10, SENP1 inh -9, MIN6 prolif 0, PfGluPho inh -10, SENP8 block-2 1, UBC13 polyUb -4, SENP7 block 1 and HKDC1 inh 2.
For COc1cc(S(=O)(=O)Nc2cc(C)cc(C)c2)ccc1F the results were SENP6 block 3, SENP8 block-1 16, SENP1 inh 4, MIN6 prolif 0, PfGluPho inh -24, SENP8 block-2 -11, UBC13 polyUb 12, SENP7 block -1 and HKDC1 inh -3.
Screening CC(CCc1ccccc1)NC(=O)CNC(=O)COc1ccccc1 (stereo not drawn) returned SENP6 block 11, SENP8 block-1 11, SENP1 inh 1, MIN6 prolif -1, PfGluPho inh -9, SENP8 block-2 -3, UBC13 polyUb 10, SENP7 block -6 and HKDC1 inh -1.
Cc1cc(C(=O)COC(=O)CNC(=O)c2ccc(Cl)c(Cl)c2)c(C)n1Cc1ccco1 was read as SENP6 block -11, SENP8 block-1 10, SENP1 inh -7, MIN6 prolif 1, PfGluPho inh -21, SENP8 block-2 -10, UBC13 polyUb -9, SENP7 block -2 and HKDC1 inh -3.
For CC(=O)c1ccc2oc3ccccc3c(=O)c2c1 the results were SENP6 block 33, SENP8 block-1 2, SENP1 inh 1, MIN6 prolif 4, PfGluPho inh -2, SENP8 block-2 27, UBC13 polyUb 2, SENP7 block 29 and HKDC1 inh 0.
Screening Cc1cc(/C=C(\C#N)C(=O)NCCc2c[nH]c3ccccc23)c(C)n1C returned SENP6 block -5, SENP8 block-1 -74, SENP1 inh 0, MIN6 prolif 0, PfGluPho inh 2, SENP8 block-2 1, UBC13 polyUb 14, SENP7 block -2 and HKDC1 inh 6.
Screening O=C(C[C@H]1C/C=C\C[C@@H](Cc2ccc(F)cc2)C(=O)O[C@H](c2ccccc2)CNC1=O)NCCO returned SENP6 block 2, SENP8 block-1 9, SENP1 inh 3, MIN6 prolif -2, PfGluPho inh 8, SENP8 block-2 11, UBC13 polyUb 16, SENP7 block 2 and HKDC1 inh -6.
